Screening results as filed in PubChem BioAssay.
RXFP1 antagonist – RXFP1 (human) relaxin receptor antagonism; Q9HBX9; HEK293-RXFP1, relaxin-stimulated cAMP HTRF, 30 min; stronger effect = lower value; activity change, negative = inhibition, % at 57.5 µM; hit rate 0.59% among 350,000; AID 1259400;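 active = activity change of -60% or lower, but not beyond a set lower limit; inconclusive = change between -60% and -40%, or beyond the set limit; inactive = change above -40%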; note: % is set by controls: 0 for no effect and ±100 for the full control effect
D1 antagonist – blocks dopamine activation of the human D1 receptor; P21728; HEK293 TREx D1 cells, calcium flux, dopamine EC80; stronger effect = lower value; activity change, negative = inhibition, % at 10 µM; hit rate 3.2% among 360,000; in the data active = activity change below about -30%; note: % is set by controls: 0 for no effect and ±100 for the full control effect
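Tetracycline-induced HEK293 Trex D1 cells, force-coupled to calcium, dye-loaded; compounds added and read 180 s, then EC80 dopamine added and calcium flux tracked kinetically another 180 s.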
D1 ag – human D1 receptor agonism; HEK293 T-REx D1 cells, calcium flux, agonist mode; activation, % at 2 µM; hit rate 1% among 360,000; in the data active = activation above about 30%; note: 0% is about no effect
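Agonism was scored from calcium flux recorded over 180 s (1 read/s) after pintool compound addition, following a 10-cycle baseline. Cells were inducible force-coupled HEK293 TREx D1, plated overnight at 30 C and loaded with no-wash calcium dye.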
RXFP1 agonist – RXFP1 (human) receptor agonism; AID 2676; HEK293T-RXFP1 cAMP TR-FRET, 30 min; response scale: percent of porcine relaxin response, buffer zero; Potency, µM (titrated, usually from 57.5 µM), inactives show top-dose activation, hits mostly activators; Q9HBX9; hit rate 0.3% among 370,000; note: potency is the fitted concentration of half-maximal effect; % is set by controls: 0 for no effect and ±100 for the full control effect; nearly all actives have a fitted effect of over 60% in size; many of its hits are not listed in these tables
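HEK293T cells stably expressing RXFP1 were pretreated with the PDE4 inhibitor Ro 20174, exposed to compounds for 30 min at 37C, lysed, and cAMP was read by TR-FRET. Data normalized to buffer (basal) and 29 nM porcine relaxin (100%).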
D2 potentiator – positively modulates the human D2 dopamine receptor allosterically; AID 485347; hit rate 0.34% among 340,000; potentiation, % at 10 µM; P14416; HEK293 T-REx D2, calcium flux, EC20 dopamine potentiation;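 active = potentiation over 3 SD above the plate norm, cut at about 30% in these data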; note: 0% is about no effect
Target sequence (P14416 whole entry, looked up): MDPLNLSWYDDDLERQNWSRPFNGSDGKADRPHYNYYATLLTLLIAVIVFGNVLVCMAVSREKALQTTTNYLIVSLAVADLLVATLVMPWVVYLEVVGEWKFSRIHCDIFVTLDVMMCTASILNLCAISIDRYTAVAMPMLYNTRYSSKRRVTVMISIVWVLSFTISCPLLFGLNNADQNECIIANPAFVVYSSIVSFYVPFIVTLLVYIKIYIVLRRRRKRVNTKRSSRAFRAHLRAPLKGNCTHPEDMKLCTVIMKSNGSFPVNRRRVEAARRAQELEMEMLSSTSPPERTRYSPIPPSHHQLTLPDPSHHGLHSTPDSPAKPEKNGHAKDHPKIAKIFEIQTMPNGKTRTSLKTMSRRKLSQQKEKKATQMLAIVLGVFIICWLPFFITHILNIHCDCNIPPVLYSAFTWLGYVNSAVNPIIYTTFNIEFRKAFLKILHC
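Tetracycline-induced Hek293 Trex D2 cells, force-coupled to calcium, loaded with no-wash calcium dye. Compound added with 180 s kinetic read for agonism, then EC20 dopamine and a further 180 s read for potentiation.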
D1 PAM – human D1 dopamine receptor positive modulation | HEK293 TREx D1 cells, calcium flux, dopamine EC20 potentiation | hit rate 0.036% among 360,000 | potentiation, % at 10 µM; in the data active = potentiation above about 30%; note: 0% is about no effect
Vif-A3F inh – inhibitors of Vif-A3F interaction | HeLa A3F-eYFP + Vif (tagged APOBEC3F with the HIV-1 protein that degrades it), YFP fluorescence increase | AID 602313 | Potency, µM (doses to about 46.1 µM), without a hit: at the highest dose activity, negative = active | hit rate 0.2% among 390,000; note: potency is the fitted concentration of half-maximal effect; % of control where 0% means no effect; nearly all actives have a fitted effect of over 65% in size
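Fluorescence increase (Ex 488/Em 500-530) after overnight compound treatment at 37 deg C flags inhibition of Vif-driven A3F-eYFP loss in stable HeLa A3F-eYFP/Vif cells seeded overnight beforehand.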
Vif-APOBEC3G blk – Vif-A3G binding inhibition; hit rate 0.076% among 410,000; Q9HC16; HeLa A3G-eYFP + Vif (tagged APOBEC3G with the HIV-1 protein that degrades it), YFP fluorescence, overnight; Potency, µM (doses to about 46.1 µM), without a hit: top-dose activity, negative = active, most hits filed as inhibitors;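 note: potency is the fitted concentration of half-maximal effect; % is set by controls: 0 for no effect and ±100 for the full control effect; nearly all actives have a fitted effect of over 60% in size; hits raise eYFP signal because A3G escapes Vif-driven loss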
Target sequence (Q9HC16 whole entry, looked up): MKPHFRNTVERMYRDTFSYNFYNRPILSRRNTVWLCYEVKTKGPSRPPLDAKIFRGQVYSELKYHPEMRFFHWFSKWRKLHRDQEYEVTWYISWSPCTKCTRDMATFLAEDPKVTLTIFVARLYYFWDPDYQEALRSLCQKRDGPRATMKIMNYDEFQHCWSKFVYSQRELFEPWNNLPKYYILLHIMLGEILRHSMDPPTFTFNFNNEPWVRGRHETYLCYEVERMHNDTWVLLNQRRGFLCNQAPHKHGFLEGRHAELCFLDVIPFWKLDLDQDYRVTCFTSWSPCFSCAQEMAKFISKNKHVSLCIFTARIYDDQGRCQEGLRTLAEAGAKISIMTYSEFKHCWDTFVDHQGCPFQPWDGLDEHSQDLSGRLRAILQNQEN
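Read-out is eYFP fluorescence (Ex 488/Em 500-530) from Vif-expressing HeLa A3G-eYFP cells; more signal means A3G escaped Vif-mediated degradation. Cells plated overnight, compound pinned in, incubated overnight at 37 deg C.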
Glioma ERSR ind – inducers of ER stress response in human glioma cells | U87-MG GRP78 promoter luciferase reporter, 16 h | Potency, µM, inactives show at the highest dose activation, most hits filed as activators | hit rate 0.02% among 420,000 | AID 602332; note: potency is the fitted concentration of half-maximal effect; series mostly up to about 76 µM; % of control where 0% means no effect; nearly all actives have a fitted effect of over 35% in size
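Stably transfected U87-MG human glioma cells carrying a GRP78-based luminescent sensor were seeded at 1000 cells/well, pin-dosed with compounds and incubated 16 h. Luciferase reagent was then added, and end-point luminescence was read after 10 min at room temperature.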
An asterisk follows results filed as active; u = inconclusive; x = no result given. Unless noted, calls come from the whole dose curve; as a rule, active = well fitted curve in the direction sought with a large enough effect; inconclusive = small, poorly fitted or top-dose-only effect, or another doubt; inactive = no such curve, though single readings can be large; an effect the other way counts as inactive or inconclusive. These rows are one share of the data, so the mix of outcomes need not match the whole.

The opening 2 records, ahead of the listing:
SMILES | RXFP1 antagonist | D1 antagonist | D1 ag | RXFP1 agonist | D2 potentiator | D1 PAM | Vif-A3F inh | Vif-APOBEC3G blk | Glioma ERSR ind
Cc1ccc(S(=O)(=O)N2CCOCC2)cc1C(=O)OCC(=O)N1CCc2ccccc2C1 | x | -22 | 7 | 0.1% | -2 | 4 | 2% | 4% | -3%
COc1ccc(-c2n[nH]c(=S)n2-c2ccc3c(c2)OCCO3)cc1OC | -16 | 4 | -1 | 0.8% | x | -2 | 11% | -5% | 8%

The listing, from the first entry:
SMILES | RXFP1 antagonist | D1 antagonist | D1 ag | RXFP1 agonist | D2 potentiator | D1 PAM | Vif-A3F inh | Vif-APOBEC3G blk | Glioma ERSR ind
Cc1ccc(S(=O)(=O)N2CCOCC2)cc1C(=O)OCC(=O)N1CCc2ccccc2C1 | x | -22 | 7 | 0.1% | -2 | 4 | 2% | 4% | -3%
COc1ccc(-c2n[nH]c(=S)n2-c2ccc3c(c2)OCCO3)cc1OC | -16 | 4 | -1 | 0.8% | x | -2 | 11% | -5% | 8%
O=C(COC(=O)/C=C/c1cccc(F)c1)NC1CCCCC1 | 9 | x | x | x | x | x | -3% | -6% | -4%
CSc1ccc(CCNC(=O)c2ccc3c(c2)c(C)c(C)n3Cc2ccc(F)cc2)cc1 | -2 | 16 | 4 | 0.8% | -1 | -1 | -7% | -6% | -4%
CN(C(=O)CSc1nc(-c2cccs2)nc2ccccc12)C1CCS(=O)(=O)C1 (configuration not stated) | -5 | x | x | x | x | x | u | 1% | -3%
CC12CCC(C(=O)Nc3ccc(SC(F)F)cc3)(CC1=O)C2(C)C (configuration not stated) | -3 | 1 | 1 | -0.3% | -6 | 5 | -9% | 0% | -1%
COc1cc(-c2cc3n(C)c(C)c(CCC(=O)NC4CCC(C)CC4)c(=O)n3n2)cc(OC)c1OC (configuration not stated) | -4 | -4 | 0 | 1.5% | 5 | -1 | 12% | -6% | 1%
COc1ccc(N2CCN(C(=O)c3ccccc3NC(=O)c3ccccc3)CC2)cc1 | 4 | 3 | 0 | -1.1% | -2 | -6 | -7% | 0% | -5%
Cc1c(NS(=O)(=O)c2cccc(C(=O)NCc3ccncc3)c2)c(=O)n(-c2ccccc2)n1C | 0 | -3 | 1 | 1.5% | -1 | -3 | -2% | -2% | -1%
Cc1ccc(-c2csc3ncnc(NCCN4CCOCC4)c23)cc1 | 0 | -7 | 7 | -0.7% | 1 | 0 | -4% | 1% | -4%
COc1ccc2c(c1)c(CC(=O)Nc1ccc(C)cc1)c(C)n2C(=O)c1ccc(Cl)cc1 | 1 | -14 | 2 | 1.3% | 0 | 1 | x | -1% | -3%
Cc1nc2ccc(NC(=O)C3CCCCC3)cc2s1 | 10 | -19 | 0 | -2.5% | x | -3 | 0% | -3% | 1%
Cc1c(C(=O)N2CCCC2)sc(NC(=O)c2ccco2)c1C#N | -6 | -5 | 0 | -1.3% | 3 | 18 | -12% | -3% | 4%
COc1ccc(CN2COc3ccc4c(oc(=O)c5ccccc54)c3C2)cc1OC | -1 | 28 | 1 | u | -7 | 5 | -17% | -3% | -3%
O=C(NCCN1CCOCC1)Nc1ccccc1 | 7 | 6 | 1 | 0.3% | 3 | -2 | -6% | 0% | 1%
Cc1cc(C(=O)NNC(=O)c2ccc(Cl)cc2Cl)c(C)o1 | 7 | -3 | 0 | 1.0% | 4 | -1 | 3% | 1% | -1%
COc1ccc2c(c1)CCc1c-2nc2ccccc2c1N1CCOCC1 | 9 | 9 | 0 | 10% | x | 3 | -27% | -2% | 0%
Cc1ccc(N=Nc2ccc(O)c(P(=O)(c3ccccc3)c3ccccc3)c2)cc1 | -5 | -6 | 0 | 1.3% | -13 | 6 | -9% | -6% | -2%
Cc1cccc(NC(=O)c2cc(-c3cc(C)ccc3O)n[nH]2)c1 | -3 | -9 | 3 | -1.1% | -3 | 1 | 2% | -2% | 0%
Cc1ccn2c(=O)nc(SCC(=O)NCc3ccc(F)cc3)nc2c1 | -7 | 8 | 2 | 3.1% | -4 | 3 | -17% | 0% | -4%
COc1ccc(NC(=O)Nc2c(C)n(C)n(-c3ccccc3)c2=O)c(OC)c1 | -4 | -11 | 4 | -3.5% | -3 | 0 | -5% | 1% | -5%
COc1ccc2oc(C(=O)NCc3ccccc3CN3CCCC3)c(C)c2c1 | -10 | -57* | 6 | -0.7% | -4 | x | 1% | 2% | -3%
CC(=O)N1CCc2cc(Br)cc(S(=O)(=O)NCCc3ccc(Cl)cc3)c21 | -8 | -16 | 3 | 1.8% | -11 | -1 | 5% | -6% | -3%
COc1ccc(NC(=O)C(=O)NNC(=O)c2cccs2)cc1 | -8 | 7 | 1 | 1.1% | 0 | -5 | -4% | -11% | -1%
CCOC(=O)c1cc(CC)sc1/N=C/C1=C(O)CCCC1=O | -2 | 10 | 1 | -0.6% | -2 | 5 | -1% | 2% | -1%
CCOC(=O)c1sc(NC(=O)CNCc2cccnc2)c(C(=O)OCC)c1C | 0 | 5 | 2 | 3.2% | -1 | -2 | -7% | -1% | 1%
O=c1c2ccccc2nc(-c2ccco2)n1CCCn1ccnc1 | -8 | 3 | 1 | 5.2% | -1 | 4 | -6% | 1% | -3%
COc1ccc(CCNC(=O)c2cc(-c3ccc4c(c3)OCO4)on2)cc1OC | 0 | 0 | 1 | 3.4% | -7 | 13 | 0% | -1% | -3%
CCOc1ccc(NC(=O)c2ccc(Br)o2)c([N+](=O)[O-])c1 | 6 | -45* | 0 | -1.4% | 10 | -3 | u | u | 0%
O=C(CSc1ncccn1)N/N=C/c1cccc(OC2CSC2)c1 | -5 | -36* | 11 | 0.5% | 2 | -10 | 9% | -1% | -5%
CS(=O)(=O)N1CCN(c2ccc(C(=O)NC34CC5CC(CC(C5)C3)C4)cc2[N+](=O)[O-])CC1 | 12 | 7 | -1 | -0.1% | -6 | 4 | 1% | 1% | -6%
Cc1ccc(NC(=O)CN(C)C(=O)c2ccc(OCc3c(C)noc3C)cc2)cc1 | 2 | 5 | 1 | 0.3% | -1 | -4 | 5% | 1% | -3%
O=C(NCCC1CCCCN1S(=O)(=O)c1ccc(F)cc1)C(=O)NCc1ccccn1 (configuration not stated) | -3 | 3 | 0 | 0.2% | 2 | -8 | 3% | -2% | -3%
CN1CCC(Oc2ccc(Sc3ccccc3)cc2)CC1 | x | -28 | 78* | 1.9% | -16 | -9 | 0% | 0% | 0%
O=C(Nc1ccc(F)cc1F)c1cccc2c1C(=O)N(C1CCCCC1)C2 | x | -3 | 0 | 5.1% | 22 | 4 | 0% | -1% | 0%
CC(C)c1nnc(N2C(=O)c3oc4ccccc4c(=O)c3C2c2ccco2)s1 (configuration not stated) | -7 | -1 | 3 | -0.6% | 5 | 1 | 5% | 2% | 11%
CCc1ccc(C(=O)/C=C2\Sc3ccccc3NC2=O)cc1 | -15 | -4 | 3 | -0.1% | -7 | 4 | -23% | 2% | 4%
COc1ccccc1C(=O)Nc1ccc(S(=O)(=O)Nc2cc(C)on2)cc1 | -8 | 5 | 3 | 8.5% | 10 | 1 | -7% | -1% | -6%
Cc1cc(C)n(CC(O)CN2c3ccccc3Sc3ccccc32)n1 (configuration not stated) | -16 | 15 | 3 | 0.5% | -4 | 9 | 1% | -7% | -1%
CCc1cc2c(Sc3nc4ccccc4s3)ncnc2s1 | -11 | -17 | 4 | -0.7% | -5 | -1 | -8% | -6% | -5%
COc1cc(C(=O)NCCC(=O)NC2CCCCC2)cc(OC)c1OC | -3 | -11 | 1 | 0.5% | -2 | 0 | -6% | -1% | 2%
CCc1cccc(C)c1NC(=S)N1CCCC1C(=O)O (configuration not stated) | -7 | -7 | 4 | 1.8% | 1 | -4 | -3% | 1% | -4%
CCc1ccc(CNCc2c(C(=O)O)n(Cc3ccc(C)cc3)c3cc(C)ccc23)cc1 | x | 11 | 1 | 4.6% | -1 | 3 | u | -21% | 10%
Cc1cccc(C2c3[nH]c4ccccc4c3CCN2C(=O)c2cn(C)c3ccccc3c2=O)n1 (configuration not stated) | 0 | -8 | 0 | 2.1% | 8 | -4 | 0% | 2% | -2%
COc1ccc(NS(=O)(=O)c2cccc(C(=O)NCc3cccnc3)c2)cc1 | -4 | 3 | 1 | -0.1% | 20 | 2 | 4% | 0% | -4%
Nc1cc2c(cc1[N+](=O)[O-])OCCO2 | -18 | -3 | 1 | -2.5% | -8 | -6 | 2% | -7% | 1%
CCOC(=O)c1ccccc1NC(=O)c1cn(CC)c2nc(C)ccc2c1=O | 17 | -5 | 4 | 2.0% | -4 | -10 | 4% | 1% | -2%
COc1ccc(C)cc1Nc1nc(C)nc2c1oc1ccccc12 | -9 | 10 | 3 | 4.7% | 1 | 5 | 6% | 4% | -3%
Fc1ccccc1Nc1nc(Cl)nc(Cl)n1 | -13 | 1 | 4 | 0.9% | 23 | -4 | 12% | -2% | -3%
Nc1nc2n(n1)C(c1ccco1)CC(c1ccc(Cl)cc1Cl)N2 (configuration not stated) | 1 | 24 | 0 | -0.9% | 0 | 5 | -25% | -12% | 0%
Cc1ccc(-c2cc(C(F)(F)F)n3ncc(-c4ccc(Cl)cc4)c3n2)cc1 | -11 | -7 | 0 | 4.6% | -6 | -2 | -1% | 0% | -3%
CC(=O)C(c1ccccc1)C(c1ccccc1)C(C)[N+](=O)[O-] (configuration not stated) | 10 | -11 | -3 | 1.5% | -5 | 0 | 9% | -1% | -2%
Cc1ccccc1SCC(=O)NCC1(N2CCCCC2)CCCCC1 | 0 | x | x | x | x | x | -7% | -2% | -4%
CCOCCCn1c(C)nc2c(c1=O)c1nc3ccccc3nc1n2CCC1=CCCCC1 | -7 | 1 | 0 | 1.9% | 10 | 1 | u | -2% | -4%
C=CCOc1c2ccc(C(=O)NCCc3ccc(C)cc3)cc2nn1C | x | -19 | 2 | 5.6% | 5 | -8 | -2% | 0% | -3%
O=C(CSc1nc(C2CC2)nc2ccccc12)N1c2ccccc2Sc2ccc(C(F)(F)F)cc21 | 2 | -3 | 2 | 0.4% | -9 | 7 | 1% | 0% | 4%
Clc1ccc2nc(Nc3ccccc3Cl)nc(-c3ccccc3)c2c1 | 0 | 10 | 1 | 6.1% | -4 | 1 | x | x | x
